Source: PubChem BioAssay
M4 ag – CHRM4 agonism in calcium assay. P08173. activation, % at 3 µM. AID 624127. 360,000 compounds, 0.14% hits. CHO-K1 hM4/Gqi5, Fluo-8 calcium fluorescence; vehicle 0%, full acetylcholine response 100%;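 active = activation above the run mean over all test wells plus 3 SD, cut at about 32% in these data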;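 note: peak over basal fluorescence ratio per well then scaled between controls; 0% = DMSO wells and 100% = acetylcholine at EC100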
Target sequence (P08173 whole entry, looked up): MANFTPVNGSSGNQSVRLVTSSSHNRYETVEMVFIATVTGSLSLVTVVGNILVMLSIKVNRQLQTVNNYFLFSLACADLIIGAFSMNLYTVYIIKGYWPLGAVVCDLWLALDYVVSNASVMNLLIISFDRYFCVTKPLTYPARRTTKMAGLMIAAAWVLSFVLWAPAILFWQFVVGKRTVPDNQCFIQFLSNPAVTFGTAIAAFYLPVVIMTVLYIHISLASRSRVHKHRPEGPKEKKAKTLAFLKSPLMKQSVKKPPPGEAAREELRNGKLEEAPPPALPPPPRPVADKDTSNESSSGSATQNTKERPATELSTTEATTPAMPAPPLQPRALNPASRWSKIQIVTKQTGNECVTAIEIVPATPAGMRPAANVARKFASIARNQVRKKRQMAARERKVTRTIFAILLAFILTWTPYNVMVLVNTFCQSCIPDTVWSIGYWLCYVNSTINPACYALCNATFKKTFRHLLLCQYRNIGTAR
CHO-K1 Ca ag – M1 agonist counterscreen hit in parental CHO-K1 cells; 360,000 compounds, 0.48% hits; activation, % at 3 µM; Fluo-8 calcium fluorescence; scaled to maximal ATP response, vehicle zero; in the data active = activation above about 15%;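 note: untransfected CHO-K1 host cells lacking M1 receptor as counterscreen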
OXTR potentiate – potentiates the human oxytocin receptor response. P30559. CHO-OTR cells, Fluo-8 calcium fluorescence, potentiator mode; 0% = oxytocin EC15, 100% = EC100. activation, % at 3 µM. 320,000 compounds, 0.061% hits. AID 2445;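 active = activation above that plate's cutoff, the mean activation of tested compounds plus 3 SD, cut at about 6.6% in these data, passing the limit was not always enough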;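 note: 100% uses oxytocin at 75 nM as the full agonist control; some results filed as inactive read as strong as hits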
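assay system = CHO-OTR cells, human receptor | schedule = compound 6 min at room temperature before oxytocin, 100 s read | detection = Fluo-8 intracellular calcium fluorescence, ex 470-495, em 515-575 nm | evaluation = normalized max/min fluorescence ratio, % activation | control set = EC15 oxytocin alone as 0%, 75 nM oxytocin (EC100) as 100%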
CHRM1 agonist – human M1 muscarinic receptor agonism; CHO-K1 hM1, Fluo-8 calcium fluorescence, agonist mode; 0% DMSO, 100% acetylcholine EC100; activation, % at 3 µM; AID 588814; 360,000 compounds, 0.33% hits;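 active = activation above the run's mean compound activation plus 3 SD, cut at about 16% in these data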;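 note: peak over basal fluorescence ratio within a 140 s kinetic read after compound addition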
Target sequence (P11229 whole entry, looked up): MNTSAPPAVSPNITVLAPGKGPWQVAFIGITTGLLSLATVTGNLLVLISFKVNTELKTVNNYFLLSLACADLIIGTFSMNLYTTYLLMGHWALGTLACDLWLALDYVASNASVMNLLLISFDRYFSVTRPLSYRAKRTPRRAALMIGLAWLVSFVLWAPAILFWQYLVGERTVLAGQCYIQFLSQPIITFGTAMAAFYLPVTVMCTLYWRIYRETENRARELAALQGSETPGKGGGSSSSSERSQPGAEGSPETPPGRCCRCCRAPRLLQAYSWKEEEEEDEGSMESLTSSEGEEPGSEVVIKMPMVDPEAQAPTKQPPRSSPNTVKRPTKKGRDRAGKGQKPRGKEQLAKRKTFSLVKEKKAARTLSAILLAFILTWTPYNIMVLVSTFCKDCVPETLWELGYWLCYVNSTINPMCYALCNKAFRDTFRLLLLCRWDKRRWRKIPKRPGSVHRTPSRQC
M1 PAM – potentiates human M1 receptor response to acetylcholine. P11229. CHO-K1 hM1, Fluo-8 calcium fluorescence, ACh EC20; 0% = ACh EC20, 100% = maximal ACh. activation, % at 3 µM. 360,000 compounds, 0.088% hits; in the data active = activation above about 19%, passing the limit was not always enough
M1 antag – human CHRM1 antagonism | CHO-K1 hM1, Fluo-8 calcium fluorescence, ACh EC80 antagonist | P11229 | AID 588852 | 360,000 compounds, 1.3% hits | inhibition, % at 3 µM;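 active = percent inhibition above its own plate's cutoff, namely the mean of that plate's compound wells plus 3 SD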;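 note: peak over basal fluorescence ratio during 140 s after agonist addition; 0% = ACh EC80 plus DMSO and 100% = DMSO alone without agonist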
CHRM4 antagonist – antagonists of human muscarinic M4 receptor (CHRM4) | P08173 | CHO-hM4 cells, ACh EC80, Fluo-8 calcium fluorescence | inhibition, % at 3 µM | 360,000 compounds, 0.73% hits | AID 624125;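 active = inhibition above its plate's cutoff, the mean inhibition of sample wells plus 3 SD, cut at about 27% in these data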;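 note: 0% = acetylcholine EC80 with DMSO and 100% = DMSO without agonist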
CHO parental Ca – counter-screen: ATP calcium response change in parental CHO cells. parental CHO-K1, ATP-induced calcium, Fluo-8 fluorescence. inhibition, % at 5.6 µM. 330,000 compounds, 0.63% hits. AID 463079;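 active = inhibition above that plate's mean sample inhibition plus 3 SD, cut at about 26% in these data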;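 note: 0% = ATP-challenged DMSO wells and 100% = DMSO wells without ATP; some compounds past the cut are filed as inactive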
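Test system: untransfected parental CHO cell line; also added: ATP stimulus; dosing: 5.6 µM, single dose; signal: calcium-sensitive Fluo-8 fluorescence; measure: percent inhibition of ATP-evoked calcium rise, normalized to controls; benchmarks: low control ATP plus DMSO, high control DMSO only; replication: one well per compound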
CHO-K1 Ca antag – nonselective inhibitor or artifact in parental CHO-K1 cells; ATP-induced calcium, Fluo-8 fluorescence; inhibition, % at 3 µM; 360,000 compounds, 0.6% hits;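 active = inhibition above a per-plate cutoff, the plate's mean sample inhibition plus 3 SD, cut at about 24% in these data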;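 note: 0% = DMSO plus EC80 ATP and 100% = DMSO alone without ATP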
* hit, by the source's call.

Preview (6 entries):
[1] CCOC(=O)C1CCN(S(=O)(=O)c2ccc3c(c2)N(C)C(=O)CC(=O)N3C)CC1
[2] CCC(C)N(C(=O)CSc1ncnc2c1cnn2-c1ccccc1)C1CCS(=O)(=O)C1 (stereo not given)
[3] COC(=O)Nc1ccc(S(=O)(=O)Nc2ncccn2)cc1
[4] O=C(NCc1nnc(SCC(=O)N2CCCC2)o1)c1cccc(C(F)(F)F)c1
[5] CC(=O)Nc1c(C(=O)N2CCCCCC2)cnn1-c1ccccc1
[6] Cc1cccc(/C=C/c2nc3ccccc3c(=O)[nH]2)c1

Screen / compound no.	1	2	3	4	5	6
M4 ag	0	0	1	25	0	1
CHO-K1 Ca ag	1.4	4.6	0.3	6.7	1.1	0.7
OXTR potentiate	-5	-14	-8	-1	-14	-11
CHRM1 agonist	-3	-1	-7	-1	-3	3
M1 PAM	5	0	6	6	4	8
M1 antag	-6	-7	-3	-5	-6	-1
CHRM4 antagonist	-7	-3	2	-5	-6	-2
CHO parental Ca	-7	-9	-5	-2	-12	-14
CHO-K1 Ca antag	-20	-2	-6	4	-24	2

Main list, previewed entries included:
[1] CCOC(=O)C1CCN(S(=O)(=O)c2ccc3c(c2)N(C)C(=O)CC(=O)N3C)CC1
[2] CCC(C)N(C(=O)CSc1ncnc2c1cnn2-c1ccccc1)C1CCS(=O)(=O)C1 (stereo not given)
[3] COC(=O)Nc1ccc(S(=O)(=O)Nc2ncccn2)cc1
[4] O=C(NCc1nnc(SCC(=O)N2CCCC2)o1)c1cccc(C(F)(F)F)c1
[5] CC(=O)Nc1c(C(=O)N2CCCCCC2)cnn1-c1ccccc1
[6] Cc1cccc(/C=C/c2nc3ccccc3c(=O)[nH]2)c1
[7] CN1CCN(c2nc(NCc3ccco3)nc(N)c2[N+](=O)[O-])CC1
[8] CCOC(=O)C(=O)Cc1nc2ccccc2s1
[9] CC(=O)c1ccc(Nc2nc(N3CCOCC3)nc(N3CCOCC3)n2)cc1
[10] CCn1c(C)cc(O)cc1=O

Screen / compound no.	1	2	3	4	5	6	7	8	9	10
M4 ag	0	0	1	25	0	1	1	1	0	0
CHO-K1 Ca ag	1.4	4.6	0.3	6.7	1.1	0.7	0.9	1.1	0.2	0.6
OXTR potentiate	-5	-14	-8	-1	-14	-11	-6	-1	-7	-3
CHRM1 agonist	-3	-1	-7	-1	-3	3	-5	-3	-1	-2
M1 PAM	5	0	6	6	4	8	8	4	4	14
M1 antag	-6	-7	-3	-5	-6	-1	-13	-11	-13	-26
CHRM4 antagonist	-7	-3	2	-5	-6	-2	-16	1	-9	-14
CHO parental Ca	-7	-9	-5	-2	-12	-14	-10	-1	-9	-3
CHO-K1 Ca antag	-20	-2	-6	4	-24	2	-19	-7	-12	-8

[11] COc1ccc(NC(=O)Cn2c(=O)oc3cc(S(=O)(=O)N4CCCC4)ccc32)c(OC)c1
[12] Cc1noc(C)c1COC(=O)c1cc(S(=O)(=O)N2CCOCC2)ccc1F
[13] Cc1ccc(S(=O)(=O)N2CCOC2CNC(=O)C(=O)NCc2cccnc2)cc1 (stereo not given)
[14] O=C(O)CCN1C(=O)S/C(=C\c2cccnc2)C1=O
[15] COc1cc2cnc(-c3ccccc3)c(-c3ccc(C#N)cc3)c2cc1OC
[16] CC1CC(C)CN(S(=O)(=O)c2ccc(NC(=O)CCN3C(=O)C4CC=CCC4C3=O)cc2)C1 (stereo not given)
[17] CCc1ccc(N(CC(=O)NC2CC2)S(=O)(=O)c2ccc(C)cc2)cc1
[18] O=C(O)CCNC1C=CS(=O)(=O)C1 (stereo not given)
[19] O=c1[nH]c2ccccc2[n+]([O-])c1-c1ccccc1
[20] NNC(=O)c1[nH]c2ccc([N+](=O)[O-])cc2c1-c1ccccc1

Screen / compound no.	11	12	13	14	15	16	17	18	19	20
M4 ag	2	3	0	2	2	3	0	1	0	6
CHO-K1 Ca ag	1.0	1.2	1.6	0.2	-0.2	1.0	0.2	0.0	12	2.5
OXTR potentiate	-10	-7	-2	-2	-6	-8	-11	-2	-9	-19
CHRM1 agonist	-2	-5	-7	-2	-8	-6	2	-1	-3	-7
M1 PAM	2	7	2	3	7	2	11	1	6	4
M1 antag	0	-7	-3	-3	-13	1	0	1	4	-11
CHRM4 antagonist	9	-1	7	-15	-13	1	9	-2	4	-8
CHO parental Ca	9	-11	8	2	-37	-11	-16	-23	16	-1
CHO-K1 Ca antag	5	-2	36*	-1	-12	-13	-10	-3	-5	-9

[21] CCc1ccc(Nc2nc(N3CCOCC3)nc(N3CCOCC3)n2)cc1
[22] O=C1C2=C(C(c3ccccc3)=NCCN2)C(c2cccc([N+](=O)[O-])c2)N1c1ccccc1 (stereo not given)
[23] CC1=NN(c2ccccc2)C(=O)/C1=C/c1cc(C)n(C2CC2)c1C
[24] CCOc1cccc(=O)c2c(C)n(-c3ccc(C(=O)O)cc3)c(C)c12
[25] CCc1ccc(NC(=O)CCCN2C(=O)C3CC=CCC3C2=O)cc1 (stereo not given)
[26] CCOc1ccc(Nc2nc(Nc3ccc(O)cc3)nc(C)c2[N+](=O)[O-])cc1
[27] CCCCn1c(N)c(N(CC)C(=O)CCNC(=O)NC23CC4CC(CC(C4)C2)C3)c(=O)[nH]c1=O
[28] CC(Oc1ccccc1)C(=O)Nc1ccc(S(=O)(=O)N2CCOCC2)cc1 (stereo not given)
[29] COc1ccc(N(CC(=O)NC(C)(C)C)S(=O)(=O)c2ccccc2)cc1OC
[30] CC(=O)c1ccc(NC(=O)c2ccc(NC(=O)CCS(=O)(=O)c3cccs3)cc2)cc1

Screen / compound no.	21	22	23	24	25	26	27	28	29	30
M4 ag	0	1	1	2	2	10	0	5	1	18
CHO-K1 Ca ag	-0.4	-0.1	-0.5	0.4	-0.1	4.1	0.3	1.3	0.5	11
OXTR potentiate	-6	5	-19	-3	-7	-8	1	-8	-1	-5
CHRM1 agonist	-4	-14	-4	-2	-2	-4	-3	8	-4	2
M1 PAM	-3	-4	-2	3	6	-14	10	2	9	-10
M1 antag	7	0	0	8	-10	12	-10	0	-7	23
CHRM4 antagonist	-6	8	-1	-4	-13	11	-10	-1	3	20
CHO parental Ca	-8	-17	-14	-6	-9	-14	-6	-1	-16	9
CHO-K1 Ca antag	4	-8	5	-8	12	4	-16	-4	-13	5

[31] O=C(Nc1ccn(CC(=O)N2CCN(c3ccccn3)CC2)c(=O)n1)OCc1ccccc1
[32] CCOc1cc(N2CCOCC2)c(OCC)cc1NC(=O)CN1C(=O)NC2(CCCCCCC2)C1=O
[33] CCCc1cc(=O)n2nc(N3CCC(C(=O)N4CCN(c5ccc(OC)cc5)CC4)CC3)sc2n1
[34] CC1CN(C(=O)c2cnn3c(C(F)F)cc(-c4ccccc4)nc23)CC(C)O1 (stereo not given)
[35] CSc1ccc(CN(C)C(=O)c2cc3ccccc3o2)cc1
[36] Cc1cc(NC(c2ccc(Cl)cc2)c2ccc3cccnc3c2O)no1 (stereo not given)
[37] O=C(CN1C(=O)C(=O)c2ccccc21)OCN1C(=O)c2ccccc2C1=O
[38] N#Cc1nc(Cc2cccc3ccccc23)oc1NCc1ccc(F)cc1
[39] CN(CCOc1ccc(Br)cc1)CC(O)c1ccccc1 (stereo not given)
[40] COc1cccc(CC(C(=O)Nc2cc(C)ccc2C)c2nn[nH]n2)c1OC (stereo not given)

Screen / compound no.	31	32	33	34	35	36	37	38	39	40
M4 ag	2	2	7	-1	3	3	2	-2	3	-1
CHO-K1 Ca ag	-0.3	0.3	9.6	-0.2	1.5	1.1	0.2	0.0	5.3	-0.2
OXTR potentiate	-4	3	-13	3	-14	-8	-9	-3	-12	-3
CHRM1 agonist	-8	-1	-3	-6	-10	1	-12	-3	-9	-4
M1 PAM	2	14	-9	-9	4	0	8	2	-2	3
M1 antag	-2	-14	24	14	-10	-18	-4	0	1	-11
CHRM4 antagonist	-10	-1	6	8	0	-1	3	2	-10	-18
CHO parental Ca	-19	-32	8	-9	-10	10	-8	-4	-10	-3
CHO-K1 Ca antag	-7	-12	16	7	-12	-4	0	1	-14	-7

[41] Cc1cc(C)n(C(=O)Cn2nc([N+](=O)[O-])cc2C)n1
[42] CCc1cc(-c2onc(C)c2-c2cscn2)c(O)cc1OC
[43] CC1CCN(C(=O)Cn2c3ccccc3c3nc4n(c(=O)c32)CCS4)CC1
[44] CC(C)OC(=O)C(C(=O)C(F)(F)F)c1cc(NS(=O)(=O)c2ccc3ccccc3c2)c2ccccc2c1O (stereo not given)
[45] O=C(Nc1ccc(Cl)cc1)Nc1cnccn1
[46] Cc1ccc(/C=C/C(=O)c2ccc(O)cc2)cc1
[47] CC(=O)Nc1ccnn1C1CCN(C(=O)c2cccc(C)c2C)CC1
[48] COc1ccc(OC)c(C2CC(=O)N3CN(c4cccc(Cl)c4)CSC3=C2C#N)c1 (stereo not given)
[49] O=C(CSc1nc2ccccc2c(=O)n1-c1ccc(Cl)cc1)c1ccco1
[50] CCCCc1ccc(NS(=O)(=O)c2cccs2)cc1

Screen / compound no.	41	42	43	44	45	46	47	48	49	50
M4 ag	1	1	3	3	10	-1	-1	0	0	-2
CHO-K1 Ca ag	0.6	0.2	1.4	0.4	4.0	1.4	0.5	0.9	0.0	3.9
OXTR potentiate	-6	-8	-3	-7	-10	-5	0	1	-8	-8
CHRM1 agonist	-3	-9	-4	-2	0	-2	-2	-1	-2	-6
M1 PAM	9	14	8	7	6	4	-2	8	0	-4
M1 antag	-9	-4	-15	-8	-3	-6	2	-9	-14	2
CHRM4 antagonist	-9	5	3	12	0	0	-4	-7	5	-13
CHO parental Ca	1	-4	-7	-18	3	3	-4	-3	-4	5
CHO-K1 Ca antag	-11	3	-3	3	-8	-16	-14	-7	7	-8

[51] Cc1cc(C)nc(N2CCCC(C(=O)NCCc3ccc(F)cc3)C2)n1 (stereo not given)
[52] Cc1cccc(N2CCN(C(=O)c3c(-c4ccccc4Cl)noc3C)CC2)c1C
[53] CC(C)(C)c1cc(N/C=C\c2nnnn2-c2ccc(Br)cc2)no1
[54] Cc1cccc(N(C(=O)c2snc(C(N)=O)c2N)C(C(=O)NCC2CCCO2)c2ccc(N(C)C)cc2)c1C (stereo not given)
[55] CCC(O)(CCN1CCCCC1)c1ccccc1 (stereo not given)
[56] CC(Sc1cccc(C(F)(F)F)c1)C(=O)NC(N)=O (stereo not given)

Screen / compound no.	51	52	53	54	55	56
M4 ag	1	1	0	1	0	0
CHO-K1 Ca ag	-0.4	-0.4	-0.3	0.1	0.2	0.3
OXTR potentiate	3	-14	0	-6	0	-3
CHRM1 agonist	2	-3	-4	-3	-5	-5
M1 PAM	11	-2	-2	11	-22	4
M1 antag	-11	-1	6	-2	76*	2
CHRM4 antagonist	8	2	6	0	33*	4
CHO parental Ca	-17	-14	-9	0	-17	-16
CHO-K1 Ca antag	1	4	9	5	-1	-9
